# PhoP GFP inhibition: PhoP regulon inhibitors, Salmonella typhi PhoP promoter GFP reporter, confirmatory (AID 1850); Salmonella Typhi PhoP-promoter GFP reporter, fluorescence, 4 h; higher % means a stronger effect; hit rate 0.33% among 310,000; inhibition, % at 50 µM, or IC50 in µM where a hit was titrated; in the data active = a potency from the dose series; inconclusive = inhibition mostly from about 25% at the one dose, without a potency; inactive = the rest, 99 in 100 with inhibition below about 19%;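 also: 0% = induced wells with vehicle and 100% = uninduced wells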
# influenza NS1A: H1N1 influenza NS1A inhibitors, functional cell based assay (AID 504329); NS1A functional cell-based assay, percent inhibition; higher % means a stronger effect; one-dose inhibition, % at 12.5 µM; IC50 in µM for titrated hits; hit rate 0.3% among 340,000; in the data active = a potency from the dose series; inconclusive = inhibition above about 27% without an active follow-up result; also: strong numbers were not always called active
# H37Rv inhibition: M. tuberculosis growth inhibition, HTS (AID 449762); M. tuberculosis H37Rv growth inhibition, 7H9 media; higher % means a stronger effect; inhibition, % at 25 µM; hits with a dose series show IC50 in µM; hit rate 0.59% among 330,000; in the data active = a potency from the dose series; inconclusive = inhibition above about 70% without an active follow-up result;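 also: bacterial growth assessed after seven days of incubation; strong numbers were not always called active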
# VEEV TC-83 Vero: inhibitors of VEEV TC-83 cytopathic effect, confirmation, Vero cells (AID 588727). Vero cells, VEEV TC-83 cytopathic effect inhibition; higher % means a stronger effect. inhibition, % at 20 µM; hits with a dose series show IC50 in µM. hit rate 0.13% among 350,000; in the data active = a potency from the dose series; inconclusive = inhibition mostly from about 14% at the one dose, without a potency; inactive = the rest, 99 in 100 with inhibition below about 12%; also: strong numbers were not always called active
# M. tuberculosis: growth inhibition of non-replicating M. tuberculosis (AID 488890). Mycobacterium tuberculosis non-replicating, growth inhibition; higher % means a stronger effect. hit rate 0.39% among 320,000. inhibition, % at 25 µM, or IC50 in µM where a hit was titrated; in the data active = a potency from the dose series; inconclusive = inhibition mostly from about 82% at the one dose, without a potency; inactive = the rest, 99 in 100 with inhibition below about 76%;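 also: plate controls were DMSO cells for no effect and high antibiotic wells for full effect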
# VEEV TC-83 Vero 10K pilot screen: recorded beside VEEV TC-83 Vero, whose call it bears; inhibition, %; measured here: 10K pilot screen inhibition
# * hit, by the source's call; i = inactive; ? = inconclusive; nt = no result given.
SMILES,PhoP GFP inhibition,influenza NS1A,H37Rv inhibition,VEEV TC-83 Vero,M. tuberculosis,others
CC1CCN(C(=O)c2[nH]cnc2C(=O)N[C@H](C)c2ccccc2)CC1,nt,-5%,-8%,2.0%,-6%,
CCN(Cc1ccccc1)C(=O)COC(=O)c1c(C)nsc1NC,nt,-1%,-7%,1.3%,12%,
CCOC(=O)c1nnc(-c2ccccc2)nc1Oc1ccccc1Cl,-8%,-7%,11%,0.1%,?,
CCOC(=O)CSc1nnc(NC(=O)CN2CCN(C=O)CC2)s1,1%,-5%,-5%,1.0%,-12%,
CCOC(=O)C(=O)Nc1nc(-c2ccccc2)c(CC)s1,-7%,-8%,-8%,0.4%,26%,
CCN(CC)C(=O)[C@H]1C[C@H](CC(=O)NCCCOC)C(=O)N2CCc3c([nH]c4cc(CCC(=O)N(C)C)ccc34)[C@]12C,nt,-6%,nt,i,nt,
Cc1ccccc1-n1nc(-c2cccnc2)cc1C(=O)N/N=C/c1ccncc1,-17%,0%,10%,2.0%,14%,
Cc1ccc(Cn2c(CN3CCOCC3)nc3c2c(=O)[nH]c(=O)n3C)cc1,-9%,0%,-4%,i,-1%,
Cc1ccc(C(=O)NCC2CCCN2S(=O)(=O)c2cccs2)cc1C (configuration not stated),2%,-1%,64%,2.5%,30%,
O=C(NCCCNC(=O)c1c(F)cccc1F)c1c(F)cccc1F,6%,13%,-5%,0.2%,-15%,
COC(=O)/C(=C/c1ccco1)NC(=O)c1ccccc1,-7%,3%,-3%,2.0%,-28%,
COc1ccc(CNC(=O)C2CC(c3ccccc3[N+](=O)[O-])=NO2)cc1 (configuration not stated),-34%,2%,1%,0.5%,3%,
Cc1cccc(-n2c(SCC(=O)O)nc3sc4c(c3c2=O)CCCC4)c1,6%,-10%,1%,1.7%,15%,
CCS(=O)(=O)N(CC(=O)Nc1cccc2ccccc12)c1ccc(OC)cc1,nt,-2%,15%,1.9%,11%,
Cn1c(=O)c2sccc2n2c(CCCC(=O)NCc3ccc4c(c3)OCO4)nnc12,nt,2%,nt,0.5%,nt,
Cn1c(=O)[nH]c(N)c(Br)c1=O,nt,-4%,nt,i,nt,
CCOc1ccc2oc(C(=O)OCC(=O)NC(=O)NC3CCCC3)c(C)c2c1,-3%,5%,-20%,i,0%,
COC(=O)c1ccc(COC(=O)c2[nH]c(C)c(C(C)=O)c2C)o1,0%,1%,-4%,3.3%,19%,
CCOCC(=O)Nc1cc(C(=O)Nc2cc(C)cc(C)c2)ccc1Cl,9%,nt,7%,nt,-7%,
C=CCNc1nc(Cl)nc(Nc2ccc([N+](=O)[O-])cc2)n1,-9%,6%,8%,1.4%,16%,
COc1cc2ccccc2cc1C(=O)NC(=S)Nc1ccc(C(=O)O)cc1,-14%,27%,5%,9.7%,72%,
COc1ccccc1N(CCC#N)C(=O)CSc1nc(-c2ccccc2)cn1N,-3%,11%,-8%,4.6%,-2%,
COc1ccc(NC(=O)Nc2cccc3c2O[C@@H](CN(C)S(=O)(=O)c2cn(C)cn2)[C@@H](C)CN([C@H](C)CO)C3=O)cc1,nt,-1%,-6%,0.8%,-3%,
CC(=O)c1cccc(N/C=C\C(=O)c2ccc(C)cc2)c1,-12%,9%,-1%,3.0%,36%,

# The final 2 records of the section above are carried over, then new ones follow:
SMILES,PhoP GFP inhibition,influenza NS1A,H37Rv inhibition,VEEV TC-83 Vero,M. tuberculosis,others
COc1ccc(NC(=O)Nc2cccc3c2O[C@@H](CN(C)S(=O)(=O)c2cn(C)cn2)[C@@H](C)CN([C@H](C)CO)C3=O)cc1,nt,-1%,-6%,0.8%,-3%,
CC(=O)c1cccc(N/C=C\C(=O)c2ccc(C)cc2)c1,-12%,9%,-1%,3.0%,36%,
O=C(Nc1ccc(Cl)cc1)Nc1ccccc1C(=O)NCc1ccco1,-13%,2%,11%,i,32%,
FC(F)(F)c1ccc(NCc2ccccn2)nc1,-10%,3%,-5%,0.8%,23%,
N#C/C(=C\c1cn(-c2ccccc2)nc1-c1ccccc1)S(=O)(=O)c1ccccc1,-10%,0%,5%,i,-20%,
COc1cc(NS(=O)(=O)c2cccc3nsnc23)cc(OC)c1,-13%,9%,-8%,i,6%,
O=C(NCc1ccccc1)c1cc(-c2ccncc2)nc2ccc(S(=O)(=O)N3CCOCC3)cc12,-3%,15%,5%,1.2%,-10%,
CCOCC(O)CS(=O)(=O)c1ccccn1 (configuration not stated),-5%,0%,-3%,i,-12%,
O=C(O)/C(=C\c1cn(-c2ccccc2)nc1-c1ccc(Cl)cc1)NC(=O)c1ccccc1,2%,-5%,6%,i,23%,
COCCCNC(=S)N1CCN(S(C)(=O)=O)CC1,-1%,8%,-6%,0.9%,-8%,
Cc1cc(Cl)c(S(=O)(=O)N2CCN(c3cccc(C)c3C)CC2)cc1OCC(N)=O,5%,2%,-4%,i,nt,
Cc1ccc(S(=O)(=O)N(C)C)cc1NC(=O)COC(=O)c1c(C)noc1C,3%,-8%,1%,1.4%,-1%,
O=C(c1ccc(CN2CCOCC2)cc1)N1CCN(c2ccccc2)CC1,-13%,5%,4%,0.6%,-1%,
Cc1cc(C)nc(NC(=O)NS(=O)(=O)N2CCCCCC2)n1,-2%,-2%,-2%,0.4%,0%,
CCCCNC1(C#N)CCN(Cc2ccccc2)CC1,nt,-2%,nt,2.9%,nt,
CC(=O)Nc1cc2c(cc1Br)-c1ccccc1C2,nt,-10%,nt,2.0%,nt,
C=CCOc1c(Br)cc(CNCCCN2CCOCC2)cc1OC,-1%,-7%,3%,i,12%,
NC(=O)COC(=O)CNC(=O)c1sc2ccccc2c1Cl,5%,-2%,0%,1.3%,nt,
COc1cc2c(cc1OC)-c1cc(OCCN3CCOCC3)nc(=O)n1CC2,-1%,6%,-3%,0.8%,14%,
CCC1OC2(C)OC(=N)C1(C#N)C(C#N)(C#N)C2c1ccccc1 (configuration not stated),-26%,-8%,-8%,2.0%,22%,
COC(=O)c1ccc(C(=O)OC)c(NC(=O)CCc2ccc(C)o2)c1,3%,2%,0%,8.4%,-2%,
Cc1cc(NS(=O)(=O)c2ccc(NC(=O)CCN3C(=O)c4ccccc4C3=O)cc2)no1,6%,-14%,-1%,2.6%,3%,
COc1cc(CC(=O)Nc2ccc3c(c2)CCC3)cc(OC)c1OC,-4%,-3%,-3%,i,24%,
CC(C)C(=O)n1nc(-c2cccnc2)nc1NCc1cccs1,-2%,-17%,-2%,1.0%,-3%,
CCN(CC)c1nc(N)c2c(N)nc3c(c2c1C#N)CC(c1ccccc1)O3 (configuration not stated),-3%,21%,-7%,i,12%,
CCOC(=O)N1CCN(C(=O)c2ccc3c(c2)sc2nc(-c4ccc(OC)cc4)cn23)CC1,-4%,-13%,4%,4.9%,19%,
Nc1c(C(=O)NCc2ccccc2)sc2nc(N3CCOCC3)c3c(c12)CCCC3,-7%,-1%,0%,8.3%,53%,
COc1ccc(N2C(N)=C(C#N)C(c3cccnc3)C3=C2CC(C)(C)CC3=O)cc1 (configuration not stated),3%,-2%,0%,0.8%,9%,
O=C(O)c1ccccc1C(=O)NCC(O)COCC1CC=CCC1 (configuration not stated),-8%,0%,-2%,0.7%,-3%,
Cc1nc2ccc(NS(=O)(=O)c3ccc(C)c(C)c3)cc2s1,-9%,4%,-4%,i,52%,
Nc1ccc(C(=O)N/N=C/c2cn(Cc3ccccc3F)c3ccccc23)cc1,-2%,-4%,-2%,8.7%,3%,
O=C(Nc1cccnc1)c1cccc(S(=O)(=O)N2CCCCC2)c1,-11%,7%,3%,2.1%,-2%,
CC1=C(C#N)CCC(=O)N1Cc1ccc(C)cc1,15%,-5%,-3%,3.1%,-9%,
CCOc1ccc(NS(=O)(=O)c2ccc3c(c2)oc(=O)n3C)cc1,-6%,-7%,-2%,i,-7%,
O=C(Cc1ccc(F)cc1)NCCc1ccc(F)cc1,2%,-1%,-1%,i,-16%,
C#CCOCCOCCOCCNc1nc(N2CCN(C(=O)CCCCCCCCCCNC(=O)[C@H]([C@@H](C)CC)n3cc(CCCCCN)nn3)CC2)nc(N2CCN(C(=O)CCCCCCCCCCNC(=O)[C@@H]([C@H](C)CC)n3cc(CCCCCN)nn3)CC2)n1,?,nt,?,nt,68%,
CC(C)c1cc(C(=O)O)on1,9%,-5%,5%,4.5%,-8%,
O=c1oc(-c2ccco2)nc2sc3c(c12)CCCC3,-2%,-1%,0%,1.9%,?,
CCN(CC)c1cc(CS(=O)c2ccccc2)nc(-c2ccccc2)n1 (configuration not stated),6%,-6%,6%,10%,26%,
S=C(NCCCN1CCOCC1)Nc1cccc(-c2nnc3n2CCCCC3)c1,-1%,-7%,-9%,i,-7%,
CN(C)/C=N/c1cc(=O)[nH]c(=O)n1Cc1ccccc1,1%,-2%,-3%,0.1%,-31%,VEEV TC-83 Vero 10K pilot screen=2.6
Cc1csc(SCC(=O)NC2CCCC2)n1,nt,-18%,-8%,1.8%,-20%,
C=CCn1c(O)c(C(CC)=NC(C)c2ccccc2)c(=O)[nH]c1=O (configuration not stated),2%,-6%,-18%,2.1%,6%,
CC(C)N1CCC(N2CCN(Cc3cccnc3)CC2CCO)CC1 (configuration not stated),5%,10%,-3%,0.3%,-5%,
NC(=O)C(=O)NN=C1CCC(c2ccccc2)CC1 (configuration not stated),0%,5%,-7%,2.6%,-2%,
COc1ccc(/C=N/Nc2ccc(C(=O)O)cc2)cc1OC,9%,0%,8%,0.3%,-2%,
O=C(CS(=O)c1ccc(F)cc1)N1CCOCC1 (configuration not stated),-9%,-10%,5%,0.9%,6%,
CCN1CCN(CCCN(Cc2ccco2)C(=S)Nc2ccccc2Cl)CC1,4%,-1%,4%,i,-3%,
Cc1ccc(-n2c(N)c(C(=O)N3CCOCC3)sc2=S)cc1,-2%,3%,nt,1.7%,nt,
Cc1cc(OCc2ccc(C(=O)NN=C3CCCC3)cc2)ccc1Cl,-2%,-2%,16%,6.1%,4%,

# 4 compounds out of the list, sorted by formula weight, lowest first:
SMILES,PhoP GFP inhibition,influenza NS1A,H37Rv inhibition,VEEV TC-83 Vero,M. tuberculosis,others
CC(C)c1cc(C(=O)O)on1,9%,-5%,5%,4.5%,-8%,
CC1=C(C#N)CCC(=O)N1Cc1ccc(C)cc1,15%,-5%,-3%,3.1%,-9%,
O=C(Cc1ccc(F)cc1)NCCc1ccc(F)cc1,2%,-1%,-1%,i,-16%,
CC(C)C(=O)n1nc(-c2cccnc2)nc1NCc1cccs1,-2%,-17%,-2%,1.0%,-3%,

# 7 records picked at random from those above:
SMILES,PhoP GFP inhibition,influenza NS1A,H37Rv inhibition,VEEV TC-83 Vero,M. tuberculosis,others
CN(C)/C=N/c1cc(=O)[nH]c(=O)n1Cc1ccccc1,1%,-2%,-3%,0.1%,-31%,VEEV TC-83 Vero 10K pilot screen=2.6
COc1ccc(/C=N/Nc2ccc(C(=O)O)cc2)cc1OC,9%,0%,8%,0.3%,-2%,
Cc1ccc(-n2c(N)c(C(=O)N3CCOCC3)sc2=S)cc1,-2%,3%,nt,1.7%,nt,
Cc1csc(SCC(=O)NC2CCCC2)n1,nt,-18%,-8%,1.8%,-20%,
O=C(CS(=O)c1ccc(F)cc1)N1CCOCC1 (configuration not stated),-9%,-10%,5%,0.9%,6%,
C=CCn1c(O)c(C(CC)=NC(C)c2ccccc2)c(=O)[nH]c1=O (configuration not stated),2%,-6%,-18%,2.1%,6%,
S=C(NCCCN1CCOCC1)Nc1cccc(-c2nnc3n2CCCCC3)c1,-1%,-7%,-9%,i,-7%,

# Other entries follow.
SMILES,PhoP GFP inhibition,influenza NS1A,H37Rv inhibition,VEEV TC-83 Vero,M. tuberculosis,others
c1ccc2c(c1)nc1n2CCC1,nt,-1%,nt,i,nt,
CCOC(=O)c1cc[n+](CC(=O)c2ccc(F)cc2)cc1,6%,-5%,2%,0.4%,18%,
COc1ccc(N/C(=N\c2nc(C)cc(C)n2)NC(C)=O)cc1OC,-2%,-5%,9%,8.7%,-5%,
Cc1ccc(Cl)cc1NC(=O)C1CCN(S(C)(=O)=O)CC1,1%,nt,-7%,1.4%,-12%,
Cc1cccc(N2CC(C)Cn3c2nc2c3c(=O)[nH]c(=O)n2C)c1 (configuration not stated),-7%,20%,1%,0.4%,-11%,
CC(C)NC(=O)CN1C(=O)C(C)(C)Oc2ccc(C(=O)NC3CCCCC3)cc21,-3%,0%,7%,1.8%,-7%,
COc1ccc(-c2sc3cc4c(cc3c2-c2ccc(OCCN3CCOCC3)cc2)OCO4)cc1,nt,-19%,4%,3.4%,7%,
COC(=O)c1ccc(CNC(=O)Cn2cnc3c(NCc4ccccc4)ncnc32)cc1,nt,11%,nt,i,nt,
